# ALDH1A1 block: ALDH1A1 (human) enzyme inhibition; P00352; Purified ALDH1A1, NADH fluorescence, propionaldehyde substrate; Potency, µM (titrated, usually from 75.3 µM), without a hit: at the highest dose activity, negative = inhibition, usual class: inhibitors; 220,000 compounds, 7.3% hits; AID 1030; active means well fitted inhibition curve with a large enough effect, not every such curve was filed as active; inconclusive means small, poorly fitted or top-dose-only effect, or another doubt; inactive means no such curve, though single readings can be large or run the other way;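 further: plate controls were no enzyme wells and a reference inhibitor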
# Target sequence (P00352 whole entry, looked up): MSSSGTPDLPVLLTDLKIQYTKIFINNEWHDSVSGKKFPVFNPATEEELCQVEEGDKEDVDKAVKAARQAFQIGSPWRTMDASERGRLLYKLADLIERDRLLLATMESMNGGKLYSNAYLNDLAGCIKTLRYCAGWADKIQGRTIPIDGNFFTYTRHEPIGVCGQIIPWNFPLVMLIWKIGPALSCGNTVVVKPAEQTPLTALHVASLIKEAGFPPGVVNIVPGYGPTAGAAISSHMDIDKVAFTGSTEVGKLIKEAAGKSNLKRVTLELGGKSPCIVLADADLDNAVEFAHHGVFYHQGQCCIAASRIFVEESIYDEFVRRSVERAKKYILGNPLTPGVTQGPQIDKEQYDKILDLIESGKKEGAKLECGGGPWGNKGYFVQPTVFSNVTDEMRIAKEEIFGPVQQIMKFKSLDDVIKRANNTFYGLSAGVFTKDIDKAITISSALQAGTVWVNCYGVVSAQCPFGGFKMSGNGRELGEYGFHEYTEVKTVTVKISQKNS
# HTT cytoprotect: cytoprotection in Huntington HTT-Q103 PC12 cell model. PC12 HTT-Q103 induced, cytoprotection, ATP luminescence, 40 h. Potency, µM (series often up to 56.4 µM), without a hit: cytoprotection (ATP increase), most hits filed as activators. 230,000 compounds, 0.14% hits;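 further: % of control where 0% means no effect; nearly all actives have a fitted effect of over 45% in size; toxic huntingtin expression switched on by the ecdysone agonist tebufenozide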
#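 Compounds were screened for protection of PC12 cells against cell death after tebufenozide induction (100 nM final) of mutant Huntingtin exon 1 (Q103) fused to GFP.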
# Tau fluor cs: counter-screen for tau fibril formation inhibitors; Potency, µM (titrated, usually from 57.7 µM), for the others: top-dose activity change, negative = decrease; tau K18 P301L Alexa594 fluorescence, heparin fibrillization; AID 1463; 280,000 compounds, 0.93% hits; further: on the % scale 0 is the no-effect control and ±100 the full control effect; nearly all actives have a fitted effect of over 55% in size
#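 Human K18 P301L tau (15 uM unlabeled plus 0.24 uM Alexa 594-labeled, final) in 100 mM sodium acetate pH 7 was mixed with compound and 20 uM heparin and incubated 6 hr at 37 C.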
# SMN2 splice enh: enhancers of SMN2 splice variant expression; HEK293 SMN2-luciferase splicing reporter, luminescence, 30-36 h; 210,000 compounds, 2.8% hits; Potency, µM (highest dose often 46.1 µM), for the others: top-dose activity change, positive = activation, actives largely listed as activators; further: % of control where 0% means no effect; nearly all actives have a fitted effect of over 55% in size
#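 HEK293 cells carry an SMN2 minigene-luciferase reporter in which exon 7 inclusion puts luciferase in frame. Cells were seeded at 2000 cells/well, attached for 10-12 hours, then exposed to compounds for 30-36 hours at 37C before ONE-Glo luminescence.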
# Tau fibril ThT: blocks human tau fibril formation measured by thioflavin T | 270,000 compounds, 2.1% hits | recombinant tau K18 P301L (four-repeat tau fragment), heparin-induced fibrillization, ThT fluorescence | P10636 | Potency, µM (series often up to 57.4 µM), for inactives: top-dose activity, negative = inhibition, most hits filed as inhibitors | AID 1460; further: on the % scale 0 is the no-effect control and ±100 the full control effect; nearly all actives have a fitted effect of over 55% in size
# Target sequence (P10636 561-689 P618L limits assumed): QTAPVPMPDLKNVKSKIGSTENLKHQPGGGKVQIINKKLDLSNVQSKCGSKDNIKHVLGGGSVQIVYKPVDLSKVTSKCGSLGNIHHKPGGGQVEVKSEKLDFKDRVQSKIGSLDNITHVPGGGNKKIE
#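 Recombinant human tau K18 fragment […] carrying P301L, 15 uM unlabeled plus 0.24 uM Alexa 594-labeled, was fibrillized with 20 uM heparin in 100 mM sodium acetate pH 7 for 6 hr at 37 C; 30 uM ThT fluorescence read after 1 hr.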
# JMJD2E inh: JMJD2E (human) inhibition | 230,000 compounds, 1.6% hits | JMJD2E catalytic domain, FDH-coupled NADH fluorescence (FDH is formaldehyde dehydrogenase) | AID 2147 | B2RXH2 | Potency, µM (series often up to 57.1 µM), without a hit: at the highest dose activity change, negative = inhibition, actives largely listed as inhibitors; active means well fitted inhibition curve with a large enough effect, not every such curve was filed as active; inconclusive means small, poorly fitted or top-dose-only effect, or another doubt; inactive means no such curve, though single readings can be large or run the other way;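 further: 0% = wells with enzyme and -100% = buffer wells without enzyme; nearly all actives have a fitted effect of over 50% in size; many of its hits are not listed in these tables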
# Target sequence (B2RXH2 1-337 limits assumed): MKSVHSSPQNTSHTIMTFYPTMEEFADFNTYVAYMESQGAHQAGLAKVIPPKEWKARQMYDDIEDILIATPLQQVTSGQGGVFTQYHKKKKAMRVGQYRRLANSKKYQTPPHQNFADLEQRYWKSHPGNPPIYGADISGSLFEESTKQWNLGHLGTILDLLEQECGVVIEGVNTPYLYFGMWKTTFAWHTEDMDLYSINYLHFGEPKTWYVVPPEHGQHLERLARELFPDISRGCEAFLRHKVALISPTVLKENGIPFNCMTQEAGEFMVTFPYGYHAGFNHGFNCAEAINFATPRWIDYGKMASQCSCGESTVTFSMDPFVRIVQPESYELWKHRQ
# Tau fibril FP: blocks human tau fibril formation measured by polarization; 280,000 compounds, 0.39% hits; Potency, µM (highest dose often 57.7 µM), without a hit: at the top dose activity, negative = inhibition, usual class: inhibitors; K18 P301L tau heparin fibrillization, Alexa594 FP, 6 h; P10636; further: on the % scale 0 is the no-effect control and ±100 the full control effect; nearly all actives have a fitted effect of over 55% in size
#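 FP of Alexa 594-tau after heparin (20 uM) induction. Substrate: human K18 P301L, 15 uM unlabeled, 0.24 uM labeled. Buffer 100 mM sodium acetate pH 7. 6 hr, 37 C.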
# HttQ103 aggreg: mutant huntingtin aggregation inhibition. Potency, µM (top dose mostly 46.1 µM), for the others: top-dose activity change, negative = inhibition, usual class: inhibitors. AID 1688. PC12 HttQ103-GFP aggregates, Acumen cytometry, 40 h. 220,000 compounds, 1.1% hits; further: on the % scale 0 is the no-effect control and ±100 the full control effect; nearly all actives have a fitted effect of over 60% in size
#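 Huntingtin Q103 exon 1–GFP aggregates in induced PC12 cells (100 nM tebufenozide) were quantified by cytometry from lysates, with compounds dosed in titration.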
# Numbers without * were called inactive; ? = inconclusive; . = no result given; [ ] = remark or other dose. Unless noted, the call rests on the fitted dose curve; in most records, active means well fitted curve in the direction sought with a large enough effect; inconclusive means small, poorly fitted or top-dose-only effect, or another doubt; inactive means no such curve, though single readings can be large; an effect the other way counts as inactive or inconclusive. Potency means the concentration at half of the fitted maximal effect.
SMILES,ALDH1A1 block,HTT cytoprotect,Tau fluor cs,SMN2 splice enh,Tau fibril ThT,JMJD2E inh,Tau fibril FP,HttQ103 aggreg
O=C(NC1CCCCC1)N(Cc1cc2cc3c(cc2[nH]c1=O)OCCO3)CC1CCCO1 (stereo unspecified),?,-8%,-6%,-13%,-8%,?,-4%,11%
COc1cc(OC)c(NC(=O)CCNS(=O)(=O)c2cc(Br)cnc2N)cc1Cl,-1%,6%[10 µM],-24%,0%,-14%,-19%,-12%,-2%
O=C1CCC/C1=c1\s/c(=C\c2cccnc2)c(=O)n1-c1ccccc1,6.3µM*,23%[10 µM],-8%,-12%,-13%,-3%,-4%,-30%
COc1ccccc1CNC(=O)C(CC(C)C)NC(=O)C1CCC(C)CC1 (stereo unspecified),-2%,7%,-7%,0%,-12%,2%,-1%,15%[9.22 µM]
CCOc1ccc(NC(=O)c2cccnc2C(=O)O)cc1,22µM*,-8%,-2%,8%,-18%,?,-4%,10%
COC(=O)c1ccsc1NC(=O)CSc1nnnn1Cc1ccccc1,-12%,-6%[0.074 µM],-16%,-4%,-13%,5%,-9%,-11%
C/C(O)=C(\C#N)c1nnc2n1CCCCC2,?,16%,3%,12%,-2%,?,-3%,21%
COc1ccc(CNC(=O)CSc2nnnn2-c2ccccc2)cc1,11µM*,-3%,2%,-5%,6%,7%,-1%,-11%
CCn1c(=N)c(C(=O)NCc2ccccc2)cc2c(=O)n3cc(C)ccc3nc21,.,.,7%,14%,7%,.,7%,.
CCOCCCn1c(SCC(=O)Nc2ccccc2Cl)nc2c(oc3ccccc32)c1=O,.,.,-15%,-9%,-3%,.,-10%,.
CCN1C(=O)c2cccc3c(Cl)ccc(c23)C1=O,?,.,4%,-5%,0%,?,3%,.
CC(=O)Nc1cccc([N+](=O)[O-])c1,2%,?,0%,-17%,-1%,1%,2%,-2%
COC(=O)C1NN=C(C(=O)c2ccccc2)C1c1ccccc1 (stereo unspecified),?,.,-5%,0%,-5%,0%,-11%,6%
CCn1nnc(-c2ccccc2NS(=O)(=O)c2ccc(S(=O)(=O)N(C)C3CCCCC3)cc2)n1,?,19%,?,-12%,-16%,-2%,?,-7%[9.22 µM]
CCN(C(=O)Cn1cc(C(C)=O)c2ccccc21)c1ccccc1,2%,3%[10 µM],-8%,.,-1%,-21%,?,5%[9.22 µM]
O=S(=O)([N-]c1nc2ccccc2nc1-n1cc[n+](Cc2ccccc2)c1)c1ccc(Cl)cc1,.,4%[10 µM],2%,.,1%,?,-12%,37%[9.22 µM]
Cc1cc(C)cc(C(=O)NC2C(=O)N3C(C(=O)O)=C(CSc4nnc(C)s4)CSC23)c1 (stereo unspecified),?,16%,-13%,-1%,?,-12%,?,2%
CN1CCN(C(c2cccc(Cl)c2)c2ccccc2Cl)CC1 (stereo unspecified),?,23%[0.074 µM],-5%,-44%[inhibitor],?,?,2%,?
Cc1ccc(NC(=S)N(CCCN2CCOCC2)Cc2ccco2)cc1C,?,-13%,-3%,-9%,-2%,-1%,2%,-7%
COc1cc(/C=C/C(=O)OCC(=O)Nc2ccc(C)c(S(=O)(=O)N3CCCCC3)c2)ccc1O,?,2%[10 µM],14µM*[quencher],0%,-8%,-2%,-3%,14%
O=C(O)Cc1ccc(C(=O)c2cccs2)s1,10µM*,-2%,-8%,-9%,-13%,5%,0%,-7%
O=P(O)(CCc1ccccc1)CN1CCCCC1,0%,-1%[1.9 µM],9%,0%,13%,-1%,1%,-4%
COc1ccc(-c2nn3c(-c4ccccc4)nnc3s2)cc1OC,25µM*,-30%[0.074 µM],-5%,-3%,-16%,?,-5%,-23%
CC1C(=O)Nc2ccccc2N1C(=O)c1ccccc1 (stereo unspecified),2%,-13%,-11%,8%,-8%,1%,0%,-6%
O=S(=O)(c1ccc(Cl)cc1Br)N1CCCCC1,0%,3%[0.074 µM],-6%,-7%,-4%,0%,-4%,?
Cc1cnnc2ccc3c(no[n+]3[O-])c12,?,-21%,?,.,-21%,-5%,4%,-24%
C=CCC(CC=C)(NC(=O)c1ccccc1C)c1ccccc1,-1%,3%,1%,?,-1%,5%,-3%,12%
COCCCNC(c1ccccc1)c1ccncc1 (stereo unspecified),?,6%[10 µM],-2%,3%,-8%,-9%,9%,-3%
COC(=O)c1sccc1NC(=O)c1c(C)c(-c2cccc(Cl)c2)nc2ccccc12,-6%,5%[10 µM],-14%,-2%,-10%,?,?,-9%
Cc1ccsc1C(=O)Nc1nc2ccccc2[nH]1,2%,-35%[10 µM],-15%,.,-14%,-10%,-1%,-12%[9.22 µM]
Cc1ccc(S(=O)(=O)N2CCC(CN3C(=O)c4cccc5cccc(c45)C3=O)CC2)cc1,?,-40%[inhibitor],-23%,-22%,-2%,?,-5%,-8%
O=[N+]([O-])c1ccc(OCC(O)CNCCNc2nccc(C(F)(F)F)n2)cc1 (stereo unspecified),.,27%[10 µM],-18%,.,-9%,8%,-9%,3%[9.22 µM]
Cc1ccc(C(=O)Cn2nnc3ccccc32)cc1[N+](=O)[O-],.,15%[10 µM],-8%,.,-11%,18%,-4%,12%[9.22 µM]
O=c1c2c(n3cnnc3n1-c1ccccc1)-c1ccccc1CC21CCCC1,?,-3%[10 µM],0%,2%,0%,-7%,7%,7%
Nc1ccc(-c2cc(-c3cccc(N)c3)nc(-c3ccccc3)n2)cc1,?,.,3.5µM*[quencher],-9%,?,?,1%,-20%
Cc1nc2ccccc2c2c1CC(C(C)(Cl)Br)O2 (stereo unspecified),.,15%[10 µM],-12%,.,-6%,-2%,-3%,-14%[9.22 µM]
CCOC(=O)c1c(NC(=O)CSc2nc3c(c(=O)n(C)c(=O)n3C)n2C(C)C)sc(C)c1C,-3%,-28%[10 µM],-9%,-28%,-17%,0%,-3%,-3%
Cc1nnc(SCC(=O)Nc2nccs2)n(N)c1=O,1%,3%,-3%,13%,-5%,3%,1%,-14%
COc1ccc(NC(=O)COc2ccc(/C=N/n3c(C)nnc3C)cc2OC)cc1,?,-3%,-5%,-27%,?,10%,3%,-4%[9.22 µM]
CCOC(=O)c1cn(CC)c2cc(N3CCOCC3)c(F)cc2c1=O,?,0%[10 µM],-4%,-1%,1%,?,-5%,6%
CCCCc1c(O)nc(SCC(=O)O)[nH]c1=O,0%,7%[10 µM],-9%,.,-12%,-1%,-2%,-1%[9.22 µM]
OC(COc1ccc2cc(Br)ccc2c1)CN1CCCC1 (stereo unspecified),-3%,-28%[0.074 µM],-4%,6%,-7%,-12%,-5%,-22%
Cc1onc(-c2ccccc2)c1C(=O)n1cc(Br)cn1,8%,9%[10 µM],-4%,6%,-4%,3%,1%,8%
CCCn1c2c(c(O)c(C(=O)Nc3ncccc3C)c1=O)CCCC2,-7%,-33%,-2%,.,?,-14%,3%,-22%
COc1cc(NS(=O)(=O)c2ccc(NC(=S)NC(=O)/C=C/c3ccc(OC)c(OC)c3)cc2)ncn1,?,12%[10 µM],-13%,1%,-9%,-22%,-5%,16%[9.22 µM]
N/C(=N\OS(=O)(=O)c1ccccc1)c1cccnc1,12%,-11%[10 µM],-9%,-2%,-13%,?,2%,7%
CC(C)C(=O)c1cn(CC(=O)N2CCCc3ccccc32)c2ccccc12,-8%,-7%,-15%,-16%,-4%,-1%,1%,-8%
O=C(CCNS(=O)(=O)c1cccc2nsnc12)Nc1ccc(F)cc1,.,.,-12%,-1%,-8%,.,-1%,.
CC(C)NC(=O)CCNS(=O)(=O)c1ccc(Br)cc1,6%,9%[0.074 µM],-4%,6%,-9%,-4%,1%,11%
CCOc1ccc(-n2c(COc3ccccc3)nnc2SCC(N)=O)cc1,4%,-9%,-4%,-11%,-12%,-3%,3%,2%
CN(C)S(=O)(=O)c1cccc(NC(=O)COc2nc3ccccc3nc2N2CCOCC2)c1,?,-1%[0.074 µM],-12%,-21%,7%,-4%,-14%,2%
COc1ccc(S(=O)(=O)n2nc(OCc3cccs3)cc2N)cc1,11%,-17%[10 µM],-3%,.,1%,9%,3%,-22%[9.22 µM]
CC(=O)N1CCc2c(sc3c2c(=O)n(CCc2ccccc2)c(=O)n3CC(=O)Nc2ccc(C)c(F)c2)C1,.,.,?,-5%,2%,.,?,.
COc1ccc(CO/N=C/c2c(C)[nH]c(=O)[nH]c2=O)cc1,3%,-21%,-1%,-18%,-3%,7%,-1%,3%
COc1ccc(CNC(=O)CSc2nnc(C(F)(F)F)n2C)cc1,?,?,-9%,9%,-8%,-10%,-3%,?
Cc1cc(C(=O)OCC(=O)N2CC(=O)Nc3ccccc32)no1,6%,15%[4.97 µM],-3%,-2%,-5%,1%,2%,1%
CCc1ccc(N2C(=O)CN(CC(=O)OC)C2=S)cc1,1%,-12%[10 µM],-5%,1%,-6%,-4%,-2%,-4%[9.22 µM]
O=C(Nc1ccc(F)cc1)c1ccccc1Oc1ccc(C(F)(F)F)cc1[N+](=O)[O-],3%,34%[10 µM],?,-13%[1.84 µM],-18%,-3%,4%,-13%
Cn1c(C(=O)N2CCCC(C(=O)NCCCc3ccccc3)C2)cc2sccc21 (stereo unspecified),14µM*,6%[10 µM],-3%,-63%[inhibitor],?,0%,10%,-6%
CCCOc1ccccc1-c1nc2c([nH]1)c(=O)[nH]c(=O)n2C,?,-4%,6%,28µM*,-6%,?,5%,3%
# (list continues)
SMILES,ALDH1A1 block,HTT cytoprotect,Tau fluor cs,SMN2 splice enh,Tau fibril ThT,JMJD2E inh,Tau fibril FP,HttQ103 aggreg
Cc1ccc(S(=O)(=O)N2CCN(C(=O)COc3ccc(-c4nnco4)cc3)CC2)cc1,5%,-17%,2%,-16%,-3%,2%,5%,-10%
Cc1ccc(N/C=C/C(=O)c2cccs2)cc1,?,.,-20%,2µM*,?,7%,-8%,-4%
COc1cc(OC)c(-c2nc3ccccc3s2)cc1OC,?,4%[10 µM],?,.,?,?,?,0%[9.22 µM]
Cc1csc(=N)n1CC(=O)N1CCc2ccccc21,25µM*,14%,4%,10%,-3%,10%,0%,-4%
CCOCC(=O)Nc1ccc(C(=O)Nc2ccccc2Cl)cc1,3%,-10%[10 µM],-6%,.,-13%,-7%,-5%,-4%[9.22 µM]

# Screens: PubChem BioAssay, National Center for Advancing Translational Sciences (NCATS)

# These rows are one share of the data, so the mix of outcomes need not match the whole.
